Source: PubChem BioAssay (National Center for Advancing Translational Sciences (NCATS))
PI4K2A block: qHTS for small molecular inhibitors of PI4K2A; Phosphatidylinositol 4-kinase type 2-alpha (Homo sapiens), Q9BTU6; purified PI4K2A, ADP-Glo luminescence, 1 h; stronger effect = lower value; activity change, negative = inhibition, % at 76.9 µM; actives 0.13% (n = 420,000); in the data active means activity change below about -50%; inconclusive means mostly about -30% to -49%;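 further: -100% = wells without enzyme as full effect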
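PI4K2A activity was measured by ADP-Glo luminescence: enzyme (4 ug/mL stock) and phosphatidylinositol (1.2 mM stock) in Tris pH 7.5/MgCl2/EGTA/Triton X-100 buffer were reacted with ATP (300 microM stock) for one hour at ambient temperature.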
mIDH1 inhibitor: qHTS for Inhibitors of mutant isocitrate dehydrogenase 1 (IDH1): qHTS | Isocitrate dehydrogenase [NADP] cytoplasmic (Homo sapiens), O75874 | IDH1-R132H enzyme, NADPH consumption, diaphorase/resazurin fluorescence | Potency, µM (series often up to 76.6 µM), for inactives: at the top dose activity change, negative = inhibition, usual class: inhibitors | actives 0.093% (n = 390,000); further: potency means the concentration at half of the fitted maximal effect; on the % scale 0 is the no-effect control and ±100 the full control effect; nearly all actives have a fitted effect of over 65% in size
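IDH1-R132H (0.5 ug/mL dispensed) in pH 7.5 Tris buffer was preincubated 30 min with compound, then given a substrate mix of 0.016 mM NADPH and 2 mM alpha-KG for 80 min at room temperature; remaining NADPH was read by diaphorase/resazurin fluorescence.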
rTrxR1 inhibitor: qHTS Assay for Inhibitors of Mammalian Selenoprotein Thioredoxin Reductase 1 (TrxR1): qHTS; actives 1% (n = 390,000); recombinant rTrxR1, NADPH fluorescence consumption, selenite substrate; Potency, µM (highest dose often 114 µM), for inactives: at the highest dose activity change, negative = inhibition, actives largely listed as inhibitors; Thioredoxin reductase 1, cytoplasmic (Rattus norvegicus), O89049; further: potency means the concentration at half of the fitted maximal effect; on the % scale 0 is the no-effect control and ±100 the full control effect; nearly all actives have a fitted effect of over 65% in size
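Rat TrxR1 (90 nM in the dispensed reagent) was pre-reduced with 400 uM NADPH for 5 min at room temperature, then incubated with compound for 15 min. After 400 uM selenite was added, NADPH fluorescence (Ex 340/Em 450 nm) was followed for 8 min.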
TRHR PAM: qHTS for Small Molecule Agonists and Allosteric Enhancers of Human TRH Receptor: Primary Screen for Enhancers. Thyrotropin-releasing hormone receptor (Homo sapiens), P34981. TRHR cells, fluo-8 calcium fluorescence, EC20 TRH enhancement. enhancement, % at 2 µM. actives 0.66% (n = 360,000). AID 493056, 2011; in the data active means enhancement above about 30%; further: 0% is about no effect
Target sequence (P34981 whole entry, looked up): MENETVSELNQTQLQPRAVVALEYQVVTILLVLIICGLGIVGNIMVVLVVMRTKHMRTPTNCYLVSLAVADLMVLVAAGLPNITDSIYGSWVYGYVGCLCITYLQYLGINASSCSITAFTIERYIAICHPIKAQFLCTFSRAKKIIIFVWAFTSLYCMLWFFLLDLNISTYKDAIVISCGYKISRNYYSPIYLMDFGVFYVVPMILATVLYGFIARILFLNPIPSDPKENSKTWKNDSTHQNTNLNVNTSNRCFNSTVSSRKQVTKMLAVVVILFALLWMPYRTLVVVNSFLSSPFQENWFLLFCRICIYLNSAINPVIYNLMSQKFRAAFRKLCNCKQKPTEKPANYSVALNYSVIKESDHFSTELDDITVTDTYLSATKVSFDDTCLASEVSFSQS
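Enhancer read-out: after compound pinning and an initial kinetic agonist-mode read, an EC20 of TRH (10 nM final) was injected and fluo-8 calcium signal (Ex 480/Em 530) followed at 1 s/cycle for 100 cycles in TRHR-expressing cells.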
USP1-UAF1 inh: Inhibitors of USP1/UAF1: Primary Screen; Ubiquitin carboxyl-terminal hydrolase 1 (Homo sapiens), O94782; recombinant USP1/UAF1, Ub-Rhodamine cleavage fluorescence; actives 0.23% (n = 390,000); AID 743255, 2014; Potency, µM (series often up to 57.1 µM), inactives show top-dose activity change, negative = inhibition, actives largely listed as inhibitors; further: potency means the concentration at half of the fitted maximal effect; on the % scale 0 is the no-effect control and ±100 the full control effect; nearly all actives have a fitted effect of over 60% in size; inactives centre near -12
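Step one: compound is pinned into 1nM USP1/UAF1 in HEPES pH 7.8 buffer with TCEP. Step two: 15 min room-temperature incubation. Step three: Ub-Rho (150nM final) starts cleavage, tracked by fluorescence over six one-minute reads.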
TRHR agonist: qHTS for Small Molecule Agonists and Allosteric Enhancers of Human TRH Receptor: Primary Screen for Agonists; TRHR cells, calcium flux fluo-8, FDSS agonist mode; actives 0.18% (n = 360,000); AID 493084, 2011; activation, % at 2 µM; in the data active means activation above about 30%; further: 0% is about no effect
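Fluo-8-loaded TRHR cells; 10 s baseline, compound added, kinetic Ca2+ fluorescence read 1/s, agonist mode.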
D2 ag: HTS Assay for Allosteric Agonists of the Human D2 Dopamine Receptor: Primary Screen for Agonists | D(2) dopamine receptor (Homo sapiens), P14416 | HEK293 T-REx D2 cells, calcium flux agonist mode | activation, % at 2 µM | actives 0.53% (n = 340,000);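 active means activation over 3 SD above normal in the single-dose calcium agonist read, cut at about 30% in these data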; further: 0% is about no effect
Target sequence (P14416 whole entry, looked up): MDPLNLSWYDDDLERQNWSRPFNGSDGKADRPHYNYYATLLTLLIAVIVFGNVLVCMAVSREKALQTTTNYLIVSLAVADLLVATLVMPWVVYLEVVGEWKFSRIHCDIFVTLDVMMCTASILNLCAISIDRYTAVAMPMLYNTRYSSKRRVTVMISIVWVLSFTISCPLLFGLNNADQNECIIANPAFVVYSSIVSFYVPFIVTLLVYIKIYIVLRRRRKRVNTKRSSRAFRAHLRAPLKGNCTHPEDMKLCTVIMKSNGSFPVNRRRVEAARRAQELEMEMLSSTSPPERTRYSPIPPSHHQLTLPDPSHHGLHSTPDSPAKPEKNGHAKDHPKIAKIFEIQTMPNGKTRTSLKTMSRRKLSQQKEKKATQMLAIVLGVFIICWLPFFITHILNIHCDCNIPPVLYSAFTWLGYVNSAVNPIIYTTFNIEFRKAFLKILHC
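In this primary screen, compounds producing a positive calcium signal within 180 s of addition to tetracycline-induced, force-coupled HEK293 Trex D2 cells are flagged; cells are dye-loaded with a no-wash calcium kit beforehand.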
TrxR1 substrate: qHTS Assay for Substrates of Mammalian Selenoprotein Thioredoxin Reductase 1 (TrxR1): qHTS; Thioredoxin reductase 1, cytoplasmic (Rattus norvegicus), O89049; purified TrxR1 substrate turnover, NADPH consumption readout; Potency, µM (doses to about 114 µM), without a hit: at the highest dose activity change, negative = substrate turnover; actives 0.01% (n = 390,000); further: potency means the concentration at half of the fitted maximal effect; on the % scale 0 is the no-effect control and ±100 the full control effect; nearly all actives have a fitted effect of over 50% in size
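Rat TrxR1, dispensed at 90 nM, was prereduced with 400 uM NADPH (final) for 5 min at ~22 deg C, then incubated with compound 15 min before 400 uM selenite. A first-read NADPH fluorescence drop versus no-compound background flagged substrates.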
D2 antag: HTS Assay for Allosteric Antagonists of the Human D2 Dopamine Receptor: Primary Screen for Antagonists; actives 2% (n = 340,000); D(2) dopamine receptor (Homo sapiens), P14416; inhibition, % at 10 µM; HEK293 TREx D2 cells, calcium flux, dopamine EC80; in the data active means inhibition above about 30%; further: 0% is about no effect
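Read-out: kinetic calcium fluorescence (1 cycle/s) in inducible HEK293 T-REx D2 cells after an EC80 dopamine addition that followed 180 s compound preincubation. Loss of the dopamine response indicates antagonism.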
* hit, by the source's call; ? = inconclusive; · = no result given; [ ] = remark or other dose. Unless noted, the call rests on the fitted dose curve; in most records, active means well fitted inhibition curve with a large enough effect; inconclusive means small, poorly fitted or top-dose-only effect; inactive means no such curve, though single readings can be large or run the other way. Hits appear at their usual frequency; about 3.9% have a hit in one of these screens.

SMILES	PI4K2A block	mIDH1 inhibitor	rTrxR1 inhibitor	TRHR PAM	USP1-UAF1 inh	TRHR agonist	D2 ag	TrxR1 substrate	D2 antag
Cc1ccc(-n2ncc3c(NCc4cccnc4)ncnc32)cc1C	-15	12%	10%	-2	-11%	-0.5	-0.2	17%	11
COc1ccc([C@H]2CC(=O)C=C(c3ccc(F)cc3OCc3ccccc3)C2)cc1OC	-1	2%[38.3 µM]	-12%	0	-18%	1.1	0.7	-14%	-2
NC(=O)CSc1nnc(CNc2ccc(F)cc2)n1CC1CCCO1 (configuration not stated)	-2	18%	8%	1	0%	0.7	-0.5	1%	-3
O=C(O)CCc1nc2cccnc2n1Cc1ccccc1	3	4%	-2%	-6	-3%	0.1	0.2	0%	3
CCc1cccc(NC(=O)C2CCCN(c3ncnc4onc(-c5ccc(F)cc5)c34)C2)c1 (configuration not stated)	-1	-10%	23%	-5	?	-0.2	·	3%	·
Cc1cccc(NC(=O)Cn2c(=O)n(C)c3ccccc32)c1	0	-1%	-2%[57.1 µM]	2	-22%	0.4	0.4	1%[57.1 µM]	-21
Cc1cc(NCCc2ccccc2F)n2ncnc2n1	-6	-11%	-5%[57.1 µM]	-6	0%	0.2	0.0	0%[57.1 µM]	-8
CCOc1ccc(N2C(=O)CC(N(Cc3ccco3)C(=O)CC)C2=O)cc1 (configuration not stated)	-4	6%	-11%	-4	-24%	-0.3	-0.1	-2%	11
O=C(Nc1noc2ccccc12)c1cccc(F)c1	-26	·	6%	-6	-18%	1.3	-0.3	-1%	·
CC1CCN(c2nn3c(=O)c(C(=O)NCCc4ccccc4)cnc3s2)CC1	0	-7%	26%[57.1 µM]	-5	-5%	-0.6	-0.1	36%[activator][57.1 µM]	·
FCCCOc1ccc(-c2ccnc3ncnn23)cc1	-25	2%	-51%	7	-13%	-0.2	0.6	212%[activator][57.1 µM]	-5
O=C(CSc1nc(=O)n2ccccc2n1)NCc1ccc(F)cc1	0	-2%	3%	-10	-11%	0.1	0.2	9%[57.1 µM]	-2
N#Cc1cccc(NC(=O)COC(=O)c2ccc3c(=O)n4c(nc3c2)CCC4)c1	·	·	·	0	·	-0.8	0.8	·	6
COc1ccc(Cl)cc1N(CC(=O)NC1CC1)S(=O)(=O)c1ccc(C)c([N+](=O)[O-])c1	1	0%	11%	-5	-7%	-0.2	0.3	4%	-3
Cc1ccc(NC(=O)CN(C)C(=O)Cc2ccc(Cl)cc2Cl)cc1	0	-13%	-4%	4	-8%	-1.0	-1.2	-9%	-13
Cc1ccc(Cn2c(C(=O)O)c(CNC3CCCCC3)c3ccc(C)cc32)cc1	-2	3%	24%	-1	?	-0.3	-0.8	10%	·
COc1cc(NC(=S)Nc2cccc(C)n2)cc(OC)c1OC	-2	7%	?	0	-20%	-0.7	-0.3	4%	0
CCOc1ccc(NC(=O)C(=O)NCCc2csc3nc(-c4ccccc4F)nn23)cc1	2	-16%	11%[57.1 µM]	6	-19%	-0.1	·	-1%[57.1 µM]	·
CCCC(=O)Nc1nnc(SCC(=O)N2CCCCC2)s1	1	-5%	-3%[57.1 µM]	-1	-18%	0.5	1.9	0%[57.1 µM]	-16
O=C(COc1ccc(/C=C2/NC(=O)NC2=O)cc1)Nc1ccc(F)cc1	2	5%	-3%	-2	-20%	0.6	0.2	-6%	-4
CC(=O)c1ccc(NC(=O)C(C)OC(=O)/C=C/c2ccco2)cc1 (configuration not stated)	5	1%	?	·	-12%	·	·	1%	·
CC(=O)c1cccc(NC(=O)N2C3CCCC2CC(NC(=O)C2CC2)C3)c1 (configuration not stated)	0	16%	4%[57.1 µM]	6	-5%	-0.2	0.1	-5%	19
Cc1cc(/C=N/O)c(C)n1-c1ccc(Br)cc1	0	6%	6%[57.1 µM]	1	2%	-0.8	-1.4	5%[57.1 µM]	38*
COc1cccc(NC(=O)CS(=O)(=O)c2cccc3nsnc23)c1	3	9%	-3%	7	-10%	-1.0	-0.4	-2%	7
COc1ccc(CNC(=O)c2ccccc2[N+](=O)[O-])cc1	4	8%	17%	-3	-12%	1.3	0.0	5%	8
CCOc1ccc(C(=O)c2cn(Cc3ccc(F)cc3)c3ccc(F)cc3c2=O)cc1	-3	2%	12%	-6	9%	-0.1	·	-3%	·
CNC(=S)NCc1ccc2[nH]c(C)cc2c1	6	8%	14%	3	-15%	0.5	0.7	-6%	-12
COCCn1c(C)cc(C2=NNC(=Nc3ccccc3F)SC2)c1C	-5	0%	-28%	7	-19%	-0.5	-0.5	-18%	-11
COc1cccc(NC(=O)CC2Nc3cc(C)c(C)cc3NC2=O)c1 (configuration not stated)	1	8%	10%	-4	-20%	0.5	0.1	4%	·
CCc1nc(NCCCCCO)c2nnn(Cc3ccccc3F)c2n1	-15	9%	-16%	7	-21%	-0.6	-0.9	-13%	12

Printed as active in D2 antag, of those listed so far:
| Compound | PI4K2A block | mIDH1 inhibitor | rTrxR1 inhibitor | TRHR PAM | USP1-UAF1 inh | TRHR agonist | TrxR1 substrate | D2 antag |
| --- | --- | --- | --- | --- | --- | --- | --- | --- |
| Cc1cc(/C=N/O)c(C)n1-c1ccc(Br)cc1 | 0 | 6% | 6%[57.1 µM] | 1 | 2% | -0.8 | 5%[57.1 µM] | 38* |

Other results:
SMILES	PI4K2A block	mIDH1 inhibitor	rTrxR1 inhibitor	TRHR PAM	USP1-UAF1 inh	TRHR agonist	D2 ag	TrxR1 substrate	D2 antag
C=CCn1ccc(=NC=C(C#N)C#N)c2ccccc21	0	3%	9%[57.1 µM]	0	-18%	17	25	2%[57.1 µM]	20
CC12CC(NC(=O)N1c1cccc(C(=O)N3CCN(c4ccccc4F)CC3)c1)c1ccccc1O2 (configuration not stated)	0	-6%	10%	2	-12%	-0.1	1.1	2%	3
Cc1cc(C(=O)N/N=C2\CC(=O)c3ccccc32)c(C)n1-c1ccccc1	-8	-1%	-13%	-3	?	-0.2	0.3	-4%	11
CC(CC(=O)N1CCN(c2ccccc2F)CC1)c1ccccc1 (configuration not stated)	-6	-4%	-13%	-3	2%	-0.1	0.1	-11%	-17
CCOC(=O)C1(Cc2ccc(Cl)cc2)CCN(Cc2nccn2CC)CC1	0	-7%	-7%	1	-9%	-0.2	-0.2	-7%	-5
CC(C)(C)CC(C)(C)n1nnnc1N	1	5%	16%	·	-12%	·	·	11%	·
COc1ccc(OC)c(NC(=O)c2ccc(-n3cccn3)nc2)c1	3	5%	32%	-7	-9%	0.0	-0.5	27%	10
Cc1ccc(C(C)C)c(OCC(=O)N/N=C/C2CCCCC2)c1	1	7%	-4%[57.1 µM]	8	-10%	0.2	5.6	-19%[57.1 µM]	9
Cc1nc([N+](=O)[O-])cn1CC(=O)Nc1ccc([N+](=O)[O-])cc1	6	-3%	30%	-5	-14%	0.1	1.0	-1%	4
NC(=Nc1ccccc1)Nc1ccccc1	-2	4%	24%	7	-19%	96*	79*	9%	56*
Cc1ccc(S(=O)(=O)/N=C(/Nc2c(C)n(C)n(-c3ccccc3)c2=O)c2ccc(Cl)cc2)cc1	0	-1%	3%[0.457 µM]	-13	-17%	0.1	0.0	-5%	-3
Cc1ccc(N2C(=O)C3CC(c4ccccc4)=C4C5C=CC(C6C(=O)N(c7ccc(C)cc7C)C(=O)C56)C4C3C2=O)c(C)c1 (configuration not stated)	-7	-4%	-1%	3	-2%	0.1	0.1	-9%	4
CSCc1ccc(C(=O)NC(C)c2ccc(-n3ccnc3)cc2)cc1 (configuration not stated)	5	21%	18%	1	-8%	0.0	0.4	-2%	6
COc1ccc(CCNc2nc3cc(OC)c(OC)cc3c3nc(-c4ccccc4)nn23)cc1OC	-2	4%	22%	-12	-6%	-0.5	-0.3	19%	·
CN(CCNC(=O)Cn1c(=O)sc2ccccc21)Cc1ccccc1	-3	-4%	?	7	-16%	-0.9	-1.0	7%[57.1 µM]	-1
COc1ccc(C)c2sc(N(CCCN(C)C)C(=O)c3ccc(S(=O)(=O)N4CCc5ccccc5C4)cc3)nc12	0	3%	-4%	·	?	·	·	1%	·
COc1cc(C(=O)NCc2nnc(SCC(=O)NCCc3ccccc3)o2)cc(OC)c1OC	-4	-18%	34%	9	-10%	0.3	1.6	3%	-9
C#CCN1C(=O)S/C(=C/c2cc(C)n(CC)c2C)C1=O	2	5%	-17%	-7	-16%	-0.8	0.0	0%	11
Cc1ccccc1-c1nnn(Cc2ccc(F)cc2Cl)n1	2	6%	15%	-10	-24%	0.1	0.8	-4%	-6
COc1ccc(C2=C(C(C)=O)Sc3nnc(-c4ccc(Cl)cc4)n3N2C(C)=O)cc1OC	9	-7%	14%[57.1 µM]	5	-20%	0.2	0.4	7%[57.1 µM]	·
Cc1cccc(C)c1NC(=O)Cn1c(=O)c2cccn2c2ccccc21	-3	1%	18%	4	-8%	0.1	0.7	3%	-4
